# Compound activity as filed in PubChem.
# b-catenin transl: modulators of beta-catenin nuclear translocation, primary screen, imaging, HeLa cells, immunofluorescence, high-content; nuclear translocation activity, % at 5 µM; 190,000 compounds, 0.3% hits;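 active = nuclear translocation activity above 50% at 5 µM, with a well cell count of 50 or more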;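 also: per-cell ratio of nuclear to cytoplasmic median beta-catenin stain intensity; plate controls were DMSO negative control for no effect and GSK-3 inhibitor IX positive control for full effect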
#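 Test system: human HeLa cells, native beta-catenin. Compound dosing: 5 µM primary single dose, 0.1% DMSO, 0.02–20 µM confirmation series. Incubation: compound exposure 24 h at 37°C. Detection: beta-catenin immunostaining with DAPI counterstain, 20x imaging, 6 fields/well. Read-out basis: Nuclear/cytoplasmic beta-catenin signal ratio, % activation.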
# MT stabilizer: microtubule stabilizers in HeLa cells, primary screen, imaging, high-content imaging | AID 2205, 2009 | 200,000 compounds, 0.83% hits | % tubulin-high responders, % at 10 µM | HeLa tubulin immunostaining HCS, 24 h; share of cells brighter than vehicle mean+2SD;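 active = plate Z-score above 3 for both tubulin-high and condensed-nucleus cell shares, with cell loss under 80%, at 10 µM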;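 also: anti alpha tubulin signal scored within the nucleus-defined area of each cell; some results filed as inactive read as strong as hits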
# Hep lipid drop: inhibitors of hepatocyte lipid droplet formation, primary screen, imaging, high-throughput imaging, BODIPY stain; 240,000 compounds, 0.4% hits; inhibition, % at 6.5 µM; AML12 mouse hepatocytes, oleate lipid droplets;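 active = lipid droplet intensity inhibited by at least 50%, with more than 500 cells counted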
#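 Assay system: AML12 hepatocytes (mouse) / Also added: 100 µM oleic acid challenge / Times: overnight treatment with compound plus oleate / Detection: high-content imaging of BODIPY-stained droplets and DAPI nuclei / Evaluation: % inhibition of lipid droplet signal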
# Insulin prom up: insulin promoter activators in MIN6 cells, imaging, high-content screening, mouse beta cells; AID 1625, 2009; 190,000 compounds, 0.3% hits; MIN6 insulin promoter-GFP reporter; stronger effect = higher value; z-score at 5 µM;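 active = z-score above 3 at 5 µM with at least 500 cells counted in the well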
# Dynein transport: inhibitors of GR-EGFP nuclear translocation, primary screen, dynein cargo transport inhibitor project, imaging, high-content, 3617.4 mouse cells. test concentration mostly 20 µM; stimulated with dexamethasone, 1 µM; stronger effect = lower value. z-score, hits read low. 220,000 compounds, 0.47% hits;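 active = plate z-score of nuclear minus cytoplasmic receptor signal below a set negative limit, without overly bright fluorescence or cell loss, cut at about -3.5 in these data, passing the limit was not always enough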;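 also: z-score of nuclear minus cytoplasmic ring GR-EGFP intensity difference per well; some compounds called inactive have numbers as strong as hits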
#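 Buffer or medium: tet-free, stripped-serum medium; reagent: dexamethasone at 1.0 µM final, 30 min; incubation: 48 h induction, 1 h compound, 30 min dex at 37 °C; measured by: formaldehyde fixation, Hoechst nuclear stain, 10x automated fluorescence imaging; read-out: nuclear-to-cytoplasmic GR-EGFP distribution per well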
# Autophagy HCS: autophagy modulators in MEF cells, primary screen, imaging, high-content, MEF GFP-LC3 | MEF GFP-LC3 puncta imaging; test concentration mostly 10 µM | 190,000 compounds, 0.98% hits | calls only at 10 µM (by protocol) | AID 463193, 2010;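 active = percentage of spot-positive cells more than 3 SD above its plate mean, without a fluorescence outlier flag or 80% toxicity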;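 also: spot-positive cell cutoff set from DMSO-treated cells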
# XIAP antagonists: XIAP antagonists, biochemical, IAP family, fluorescence polarization (AID 1018) | E3 ubiquitin-protein ligase XIAP (Homo sapiens) | XIAP BIR domain, fluorescence polarization peptide displacement; higher % means a stronger effect | displacement, % at 20 µM, or IC50 in µM where a hit was titrated | 200,000 compounds, 0.007% hits; in the data active = displacement above about 50%; also: a part of the inactive calls stands beside numbers as strong as those of hits
# ER stress rescue: rescue of cells from ER stress-induced death, primary screen, 384-well, CSM14.1, thapsigargin, ATP luminescence (AID 1222); CSM14.1 thapsigargin-induced death rescue, ATP luminescence; higher % means a stronger effect; cellular ATP content (survival), % at 20 µM; hits with a dose series show EC50 in µM; 190,000 tested, under 10 active;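 active = EC50 below 50 µM in the dose-response confirmation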;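 also: death triggered by thapsigargin at about 15 µM added after 2 h compound pretreatment; cell ATP read after overnight thapsigargin exposure of roughly 18 to 22 hours; normalized against plate controls of thapsigargin alone and 5% DMSO vehicle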
# WT yeast gro inh: growth inhibition of WT strain, primary screen, mitochondrial fusion inhibitor project, WT and mutant strains, chemical genetic. mitochondrial fusion phenotypic screen. inhibition, % at 10 µM. 190,000 compounds, 2.1% hits. AID 1362, 2008; in the data active = inhibition above about 58%; tested in S. cerevisiae
# WT yeast gro inh mutant strain: also measured in WT yeast gro inh; calls as there; inhibition, %; mitochondrial fusion phenotypic screen, mutant strain inhibition
# Dynein transport cytoplasmic EGFP: second read-out of Dynein transport, no call of its own (marks repeat the call); z-score; measured here: cytoplasmic GR-EGFP intensity; stronger effect = higher value
# Dynein transport nuclear GR-EGFP: also measured in Dynein transport; calls as there; z-score; measured here: nuclear GR-EGFP intensity;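 lower value marks the stronger effect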
# Dynein transport cell count: recorded beside Dynein transport, whose call it bears; z-score; measured here: cell count per field
# Insulin prom up cell count: also measured in Insulin prom up; calls as there; cell count; measured here: cytotoxicity, nuclei count;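 total cells summed across four imaged fields per well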
# Hep lipid drop cells 6.5 µM: also measured in Hep lipid drop; calls as there; cell count; measured here: cell count, cytotoxicity flag;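 cells counted across two imaged fields per well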
# b-catenin transl cell count 5 µM: further read-out of b-catenin transl, marked with its call; cell count; measured here: cell count, cytotoxicity flag
# MT stabilizer Hoechst-high %: second read-out of MT stabilizer, no call of its own (marks repeat the call); % Hoechst-high responders; measured here: nuclear condensation Hoechst responders;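 share of cells brighter than vehicle mean plus two SD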
# MT stabilizer cytotoxicity %: further read-out of MT stabilizer, marked with its call; toxicity, %; measured here: cytotoxicity by cell density;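 0% = mean cell density of plate MIN control wells and 100% = no cells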
# Autophagy HCS cell loss 18 h: second read-out of Autophagy HCS, no call of its own (marks repeat the call); toxicity, %; measured here: cell loss, nuclei count;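 cell loss after 18 h compound exposure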
# Active calls of the source: *; i = inactive; nt = no result given. Hits appear at their usual frequency; overall some 4% were active at least once.
# Results follow in this order: b-catenin transl, b-catenin transl cell count 5 µM, MT stabilizer, MT stabilizer Hoechst-high %, MT stabilizer cytotoxicity %, Hep lipid drop, Hep lipid drop cells 6.5 µM, Insulin prom up, Insulin prom up cell count, Dynein transport, Dynein transport cytoplasmic EGFP, Dynein transport nuclear GR-EGFP, Dynein transport cell count, Autophagy HCS, Autophagy HCS cell loss 18 h, XIAP antagonists, ER stress rescue, WT yeast gro inh, WT yeast gro inh mutant strain
> CCOC(=O)N1CCN(C(=O)CSc2nc(C)nc3c2c(=O)n(C)c(=O)n3C)CC1
    0.9, 1140, 2.9, 3.1, 6.6, -18, 685, -0.63, 1372, -0.61, -0.36, -0.42, 0.77, i, 4, -4.9%, nt, -7, 3
> Cc1ccccc1NC(=O)Cn1nc(-c2ccccc2)nc1-c1ccccc1
    1.3, 1288, 3.3, 2.3, 7.7, nt, nt, -0.16, 1435, -0.71, -0.2, 0.13, 0.6, i, 11, -4.6%, -0.3%, -14, -4
> CCOc1cc(/C=N/NC(=O)CN2CCCCC2)ccc1OCc1cccc(Cl)c1
    -0.6, 1126, 4.1, 1.5, 7.4, 1, 530, 0.39, 1500, 0.57, -0.26, 0.43, -0.67, i, 7, 18%, 0.3%, 32, 4
> CC(=O)Nc1ccc2c(c1)C(C)(C)C(C)N2C (stereo not drawn)
    0.3, 1095, 2.2, 1.9, 7.1, 14, 729, -0.17, 1163, 0.56, -0.065, 0.54, -0.25, i, 10, -20%, 0.7%, 9, -4
> COCCN(C(=S)Nc1ccc(C)cc1)C(C)c1ccco1 (stereo not drawn)
    -0.5, 1358, nt, nt, nt, -6, 595, -0.45, 929, -0.14, -0.26, 0.8, -0.77, nt, nt, nt, nt, nt, nt
> O=C(Cc1ccccc1)NNC1CC(=O)N(c2ccc(Cl)cc2)C1=O (stereo not drawn)
    0.6, 1509, 3.4, 2.2, 6.8, 7, 589, -0.37, 1537, -0.58, -0.36, -0.23, 1.3, i, 7, -4.3%, 2.8%, -6, 4
> CCCC1C(c2ccc(OC)cc2)C(C#N)(C#N)C2(C#N)CC1(N)NC2=O (stereo not drawn)
    -7.9, 830, 3.5, 2.7, 20, nt, nt, 0.36, 1158, -0.028, -0.35, 0.32, -0.092, i, 39, -4.9%, -2.3%, -28, -7
> CC(=O)c1cccc(NC(=O)N2CCCC2C(=O)Nc2ccc3c(c2)OCO3)c1 (stereo not drawn)
    -0.6, 1458, 3.9, 2.4, 8.4, -5, 706, -0.17, 1368, -1.2, -0.41, -0.63, 2.5, i, -8, 0.9%, -1.2%, -7, 1
> Cc1ccc(OCC(=O)NNC(=O)CSc2ncnc3sc(C)c(C)c23)cc1
    1.4, 1001, 3.2, 1.8, 5.9, -16, 720, 0.34, 1461, -0.74, 0.068, -0.3, 1.4, i, -5, -4.2%, -0.7%, -7, 1
> O=C(c1ccco1)N1CCN(S(=O)(=O)c2ccc(Oc3ccccc3)cc2)CC1
    -1.2, 1004, 3.8, 2.4, 20, -24, 619, 0.09, 1926, 0.98, -0.24, 0.81, -0.097, i, 3, -4.0%, -3.2%, 7, -2
> CSc1ccc(/C=C(\C(=O)O)c2ccc(S(=O)(=O)N3CCCCC3)s2)cc1
    -3.3, 1110, 5.0, 2.5, 2.3, -1, 612, 0.75, 1487, 1.7, -0.1, 1.2, -1, i, 4, -7.4%, 3.5%, 7, 5
> O=C(O)CCC(=O)c1cccc2ccccc12
    -0.4, 1212, 2.3, 2.4, 8.8, nt, nt, 0.94, 1110, -1.4, -0.26, -0.046, 0.68, i, 18, -2.9%, -1.4%, -8, -1
> CN(C)c1ccc(C(=O)OCC(=O)NC2CCCCC2)cc1
    -1.3, 999, 2.6, 1.1, 4.3, 2, 648, -0.79, 1778, -0.45, -0.26, 0.017, 0.38, i, 0, -3.5%, -0.2%, 23, 18
> O=C(CC(C(=O)O)P(=O)(c1ccccc1)c1ccccc1)c1ccc(Br)cc1 (stereo not drawn)
    -0.8, 1224, nt, nt, nt, 2, 720, -0.12, 1084, -0.11, 0.059, 0.66, 0.22, nt, nt, nt, nt, nt, nt
> CC(C)CNC(=O)CSc1nnc(-c2cccc(S(=O)(=O)N3CCCCC3)c2)o1
    -0.7, 770, 3.3, 1.5, 3.0, nt, nt, 4.8*, 1144*, 1.5, -0.086, 0.78, -0.097, i, 5, -5.7%, -1.8%, 4, 9
> C/C(=N\NS(C)(=O)=O)c1ccccc1
    -6.0, 1141, 0.8, 1.1, 8.6, 2, 776, 0, 947, -0.75, -0.3, -0.38, 0.84, i, -4, -0.3%, -3.8%, 0, -30
> COc1cc2c(cc1C=O)OC(C)C2 (stereo not drawn)
    -1.3, 1035, 1.3, 2.5, 5.3, 7, 711, nt, nt, -0.31, -0.34, -0.14, 0.66, i, -6, -1.8%, -1.9%, 0, 5
> CCOC(=O)CCc1c(C)nc2cc(-c3ccc(Cl)cc3)[nH]n2c1=O
    -3.7, 1163, 3.1, 2.4, 7.8, 9, 759, nt, nt, -0.5, -0.15, 0.13, -0.36, i, 11, -5.0%, -3.2%, -1, -7
> CC(=O)Cn1c2ccccc2n2nc(CCC(=O)O)c(=O)nc12
    0.3, 1561, 2.8, 2.0, 4.7, 4, 713, nt, nt, -0.96, -0.35, -0.14, 1, i, 9, 1.1%, -0.6%, -7, -17
> Cc1c(C(=O)O)c(=S)sn1CCOc1ccccc1
    nt, nt, 3.0, 1.6, 4.1, 0, 757, -0.07, 1286, 0.3, -0.24, 0.54, 0.35, i, -8, -4.6%, -1.6%, -14, -53
> Cc1cc(C)cc(NC(=S)NCc2cccs2)c1
    -0.8, 512, 5.1, 2.6, 6.4, 10, 599, -0.98, 1108, -0.16, -0.27, -0.33, 0.28, i, -5, -2.5%, 0.8%, 37, 30
> CC1CCN(c2ccc(NC(=O)Cc3ccccc3)cc2)CC1
    -2.8, 1238, 2.2, 1.8, 0.5, -18, 696, 0.38, 1445, -0.63, -0.27, -0.23, 0.5, i, 17, -3.3%, 1.6%, 1, 1
> Cc1ccc(S(=O)(=O)c2c(C)cc(-c3ccccc3)[nH]c2=O)cc1
    nt, nt, 1.4, 2.0, 6.0, nt, nt, nt, nt, -0.24, -0.21, -0.58, 0.53, i, 2, 3.2%, 3.5%, 2, 17
> CCn1cc(C(=O)Nc2ccc(OC)c(S(=O)(=O)N3CCCCC3)c2)c(=O)c2ccc(C)nc21
    0.1, 954, 2.8, 3.0, 5.3, -13, 633, 0.35, 1192, -0.43, -0.3, -0.69, 0.19, i, -3, -1.8%, 1.8%, 1, -1
> CCC(C)c1c(O)nc(SCC(=O)c2ccccc2)[nH]c1=O (stereo not drawn)
    -7.3, 908, 15, 11, 4.9, nt, nt, -0.42, 1270, 0.6, -0.36, 0.13, 0.018, i, 7, -1.5%, nt, -17, 5
> Cc1nnsc1C(=O)Nc1cc(Cl)ccc1Cl
    0.8, 1180, 3.0, 2.1, 6.7, 0, 714, nt, nt, -0.39, -0.2, -0.2, 0.36, i, 4, 1.3%, 0.9%, -17, -22
> S=c1[nH]nc(-c2ccccc2Cl)n1Cc1ccccc1
    -1.8, 1011, 1.7, 1.5, 4.8, 16, 694, -0.69, 1599, 0.33, 0.25, 0.99, -0.86, i, -13, -2.8%, -0.1%, 4, 2
> O=C(Nc1ccccc1-c1nc2ccccc2[nH]1)c1ccc(N2C(=O)CCC2=O)cc1
    0.4, 1460, 1.7, 1.2, 0.4, nt, nt, -0.04, 1338, 0.35, 0.068, 0.54, -0.0049, i, 8, -3.3%, 0.2%, -1, 1
> CN(C)S(=O)(=O)c1ccc(N=Cc2c(C(F)(F)F)[nH]n(C)c2=O)cc1
    -3.3, 1110, 3.6, 2.2, 6.2, -11, 727, -0.04, 1123, -0.58, -0.3, 0.066, 0.35, i, -11, -2.9%, nt, -19, 5
> Cn1nc(-c2ccc(Cl)cc2)c2cc(C(=O)NC3CC3)sc21
    nt, nt, 1.9, 3.2, 4.8, nt, nt, 0.81, 922, -1.2, -0.25, -0.68, 0.94, i, 11, -0.5%, -0.9%, 17, 3
> COc1cc(C2Nc3ccccc3NC3=C2C(=O)CC(c2ccc(OC)c(OC)c2)C3)ccc1O (stereo not drawn)
    -0.6, 1408, nt, nt, nt, 16, 688, 0.36, 912, -0.018, -0.65, -0.32, -0.72, nt, nt, nt, nt, nt, nt
> c1ccc2[nH]c(SCc3cn4cccnc4n3)nc2c1
    -0.4, 1070, 3.0, 2.3, 1.6, 10, 589, -0.1, 1474, -0.22, -0.22, -0.042, 0.15, i, -2, 0.2%, 0.1%, 7, 21
> COc1cccc(CN(C)C(=S)Nc2ccc(C)c(C)c2)c1
    0.0, 1054, 0.5, 0.8, 4.1, -18, 724, -0.38, 1145, -0.64, -0.27, -0.54, 0.93, i, 12, -8.5%, -0.9%, 49, 20
> Cc1cc(N(C)C)ccc1[N+](=O)[O-]
    -1.9, 539, 2.7, 3.2, 5.0, -2, 697, 0.06, 1263, -0.62, -0.3, -0.26, 0.23, i, 0, -6.1%, -0.8%, -6, -16
